# Assay outcomes from PubChem BioAssay.
# GPR151 ag – activators of human GPR151, primary screen, cell-based, PathHunter beta-arrestin, luminescence | PathHunter beta-arrestin GPR151 cells | activation, % at 11.2 µM | 1% of 650,000 active; in the data active means activation above about 4.9%;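 further: 0% = median of compound wells and 100% = cells with positive control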
# Target sequence (Q8TDV0 whole entry, looked up): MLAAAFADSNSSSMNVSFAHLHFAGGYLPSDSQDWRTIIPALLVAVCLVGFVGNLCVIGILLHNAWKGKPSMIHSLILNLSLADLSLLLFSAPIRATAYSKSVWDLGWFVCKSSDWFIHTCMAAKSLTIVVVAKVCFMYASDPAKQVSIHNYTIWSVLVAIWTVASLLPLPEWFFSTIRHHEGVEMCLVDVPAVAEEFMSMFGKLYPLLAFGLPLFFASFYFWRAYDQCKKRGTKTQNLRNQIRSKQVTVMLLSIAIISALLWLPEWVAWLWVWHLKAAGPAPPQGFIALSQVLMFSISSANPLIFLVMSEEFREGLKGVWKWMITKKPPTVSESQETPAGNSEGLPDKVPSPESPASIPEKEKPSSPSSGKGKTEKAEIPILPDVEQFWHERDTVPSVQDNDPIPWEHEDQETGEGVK
# MITF inh – MITF inhibitors, primary screen, biochemical, AlphaScreen, human; AID 1259374, 2018; inhibition, % at 2.6 µM; Microphthalmia-associated transcription factor (Homo sapiens), O75030; 0.91% of 650,000 active; AlphaScreen MITF homodimerization, bead proximity signal; in the data active means inhibition above about 50%;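 further: 0% = vehicle wells with protein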
# Target sequence (O75030 whole entry, looked up): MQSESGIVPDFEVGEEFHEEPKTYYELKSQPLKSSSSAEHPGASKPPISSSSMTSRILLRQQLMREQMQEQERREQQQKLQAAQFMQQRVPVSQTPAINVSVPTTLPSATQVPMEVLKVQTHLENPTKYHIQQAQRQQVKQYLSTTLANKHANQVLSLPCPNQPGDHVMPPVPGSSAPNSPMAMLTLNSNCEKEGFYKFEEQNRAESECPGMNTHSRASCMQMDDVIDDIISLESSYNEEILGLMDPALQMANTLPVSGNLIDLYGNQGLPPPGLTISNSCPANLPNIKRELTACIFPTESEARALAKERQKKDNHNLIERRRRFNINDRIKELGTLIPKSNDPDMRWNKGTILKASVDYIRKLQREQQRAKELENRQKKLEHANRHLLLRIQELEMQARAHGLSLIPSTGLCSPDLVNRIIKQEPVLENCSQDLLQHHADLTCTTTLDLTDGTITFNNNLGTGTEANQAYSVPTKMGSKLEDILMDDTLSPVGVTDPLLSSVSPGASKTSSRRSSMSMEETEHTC
# FBW7 act – FBW7 E3 ligase activators, primary screen, biochemical, AlphaScreen, human; AID 1259310, 2017; 0.13% of 650,000 active; AlphaScreen FBW7–phospho-cyclin E peptide binding, activator screen; F-box/WD repeat-containing protein 7 (Homo sapiens), Q969H0; normalized activity (activation), % at 26.1 µM; in the data active means normalized activity above about 1.9%;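 further: purified mutant Fbw7 with reduced substrate affinity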
# TEAD-YAP inh – TEAD-YAP interaction inhibition, primary screen, TEAD-YAP interaction inhibitor project, luminescence, HEK-TIYL cells; 1.4% of 640,000 active; inhibition, % at 9.12 µM; TEAD-Gal4/YAP UAS-luciferase luminescence; in the data active means inhibition above about 32%;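 further: 0% = median of test compound wells and 100% = reference inhibitor wells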
# Starred values were filed as active, the others as inactive; . = not tested or not shown; & = joins results of further samples.
SMILES	GPR151 ag	MITF inh	FBW7 act	TEAD-YAP inh
O=C(NCCCc1ccccc1)C1CC1c1ccccc1 (stereo not drawn)	0.9	2	0.0	2
COc1ccc(NC(=O)NNC(=S)NC2CCCCC2)cc1OC	0.6	-5	-0.2	6
O=C(Cc1ccccc1)OCC(=O)c1ccc2ccccc2c1	-1.3	-5	1.2	-7
CCOc1ccc(N2CC(O)=C(c3nc4ccccc4n3C)C2=N)cc1	0.3	-5	-0.2	-4
O=C(O)c1cc(NC(=O)C(c2ccccc2)c2ccccc2)cc(NC(=O)C(c2ccccc2)c2ccccc2)c1	1.9	-2	0.0	-3
COC(=O)C1=C(C)NC(=O)C1(NC(=O)c1cc(OC)c(OC)c(OC)c1)C(F)(F)F (stereo not drawn)	-1.5	-14	-0.2	-5
Cc1nc2nc(SCc3cc(=O)n4c(C)cccc4n3)nn2c(C)c1Cc1ccc(F)cc1Cl	-0.6	5	-0.1	1
C=C(C)CCC(C)N1CCC(Oc2cccc(C(=O)NCCOC)c2)CC1 (stereo not drawn)	-1.4	4	0.0	3
O=C(Cc1cccs1)N1CC(=O)N(CCc2ccccc2)C(=O)C1	0.1	5	-0.1	8
O=C1C(=O)N(C/C=C/c2ccccc2)c2ccccc21	-0.5	13	0.3	4
Cc1ccc(-c2noc(COc3ccccc3Cl)n2)cc1	-0.3	4	1.0	-15
Cc1ccc2c(c1)-c1onc(C(=O)Nc3ccc(S(N)(=O)=O)cc3)c1CO2	0.6	15	0.0	-5

# Continuation.
SMILES	GPR151 ag	MITF inh	FBW7 act	TEAD-YAP inh
COc1ccc(CNC(=O)c2cnn3c(C)c(Cc4ccccc4)c(C)nc23)cc1	2.0	-1	0.0	-8
N#Cc1ccc(C(=O)OCC(=O)NCc2ccco2)cc1	-1.6	42	0.0	-10
Cc1ccc(C(=O)N/N=C/c2cccc(Br)c2)o1	0.5	8	1.3	-32
COC(Cc1nc2ccccc2s1)C(=O)O (stereo not drawn)	2.9	-9	0.1	2
CCCCNC(=S)NC(=O)c1ccccc1Cl	-1.1	0	0.0	-31
CCc1c(C)sc(NC(=S)N2CCN(Cc3cnn(CC)c3C)CC2)c1C(=O)OC	0.7	16	-0.1	7
CCCCN(C1CCS(=O)(=O)C1)S(=O)(=O)c1ccccc1 (stereo not drawn)	-1.6	-3	0.1	2
COc1ccccc1N1CCN(C(=O)CSc2nc3ccccc3c(=O)n2CCC(=O)NC2CCCCC2)CC1	2.3	-9	0.0	46*
O=S(=O)(NCc1ccccn1)c1ccc(Br)c2ccccc12	-0.3	20	-0.1	-2
OCC1(Cc2ccccc2)CCN(Cc2cccc(-n3cccn3)c2)CC1	-1.0	-9	-0.1	-6
Cc1cc(C)cc(OCC(=O)Nc2cc(-c3nc4ccccc4o3)ccc2C)c1	0.2	1	0.0	-13
c1ccc(Oc2ccc(Nc3nc(Nc4ccncc4)nc4c3ncn4-c3ccsc3)cc2)cc1	-1.7	-8	-0.1	1

# Complete entries from above. Order of values: GPR151 ag, MITF inh, FBW7 act, TEAD-YAP inh
# CCCCNC(=S)NC(=O)c1ccccc1Cl is entered as -1.1, 0, 0.0, -31
# CCCCN(C1CCS(=O)(=O)C1)S(=O)(=O)c1ccccc1 (stereo not drawn) is entered as -1.6, -3, 0.1, 2
# COc1ccc(NC(=O)NNC(=S)NC2CCCCC2)cc1OC is entered as 0.6, -5, -0.2, 6

# As a working copy, seven of the compounds above:
SMILES	GPR151 ag	MITF inh	FBW7 act	TEAD-YAP inh
COC(Cc1nc2ccccc2s1)C(=O)O (stereo not drawn)	2.9	-9	0.1	2
CCCCNC(=S)NC(=O)c1ccccc1Cl	-1.1	0	0.0	-31
CCc1c(C)sc(NC(=S)N2CCN(Cc3cnn(CC)c3C)CC2)c1C(=O)OC	0.7	16	-0.1	7
CCCCN(C1CCS(=O)(=O)C1)S(=O)(=O)c1ccccc1 (stereo not drawn)	-1.6	-3	0.1	2
COc1ccccc1N1CCN(C(=O)CSc2nc3ccccc3c(=O)n2CCC(=O)NC2CCCCC2)CC1	2.3	-9	0.0	46*
O=S(=O)(NCc1ccccn1)c1ccc(Br)c2ccccc12	-0.3	20	-0.1	-2
OCC1(Cc2ccccc2)CCN(Cc2cccc(-n3cccn3)c2)CC1	-1.0	-9	-0.1	-6

# More records:
SMILES	GPR151 ag	MITF inh	FBW7 act	TEAD-YAP inh
Cc1cccn2c(CN(C)Cc3nc4ccccc4s3)c(C(=O)N3CCCCC3)nc12	-1.1	9	0.3	9
CSCCC(NC(=O)/C(=C\c1ccco1)NC(=O)c1ccccc1)C(=O)O (stereo not drawn)	1.2	-4	0.2	4
Cc1[nH]c2ccccc2c1SC(=N)N	-0.3	7	0.0	-6
COc1ccccc1N1CCN(C(=O)CN2C(=O)c3ccccc3C2=O)CC1	1.0	7	-0.1	11
O=C(Nc1ccccc1)C1CCNCC1	0.1	2	-0.2	2
N#C/C(=C(/O)COC(=O)c1cc(=O)[nH]c(=O)[nH]1)c1nc2ccccc2s1	-0.8	-13	0.0	-18
COC(C(=O)Nc1ccnn1C1CCN(Cc2cccc3c2OCO3)CC1)c1ccccc1 (stereo not drawn)	0.8	11	0.3	9
O=C(O)C1CCCN1c1ncccc1[N+](=O)[O-] (stereo not drawn)	-1.9	9	0.0	4
O=C1OC(=O)C2C3CCC(O3)C12 (stereo not drawn)	-0.4	16	-0.1	-12
COc1cc2c(cc1NC(=O)CCCOc1ccc(Cl)cc1Cl)oc1ccccc12	0.1	12	0.2	-29
COC(=O)COc1ccc(Oc2nc(N(C)C)nc(N3CCOCC3)n2)nn1	-0.1	17	0.1	0
CC(=O)c1ccc(Oc2ncnc(N)c2[N+](=O)[O-])cc1	2.3	-3	-0.1	3

# New compounds follow.
structure | GPR151 ag | MITF inh | FBW7 act | TEAD-YAP inh
N#Cc1c(SC/C=C/c2ccccc2)nc2c(c1-c1cccs1)CCCC2 | 2.6 | 6 | 0.0 | 4
S=c1[nH]c(-c2ccc(Br)cc2)cn1-c1ccc(Cl)cc1 | 0.6 | 16 | -0.1 | -4
O=C(Nc1cnc2ccccc2c1)c1cc2c(=O)oc3ccccc3c2s1 | 0.2 | 13 | 0.2 | 4
Cc1cc(NC2CCCCC2)nc(NCc2ccccc2)n1 | -0.2 | -9 | 0.1 | 43*
Cc1cc(C)cc(CC(C(=O)O)C(C)C(=O)O)c1 (stereo not drawn) | -1.1 | -14 | 0.1 | -3
CCOc1nc(NC(=O)NS(=O)(=O)c2cccc(Cl)c2)nc(-c2ccccc2)n1 | -1.6 | 14 | 0.1 | -31
O=C1NCC(O)=C1C=NC12CC3CC(CC(C3)C1)C2 | 0.3&-0.6 | -3&10 | 0.1&-0.6 | 8&-8
O=C(Cn1c(C(F)(F)F)nc2ccccc21)NC1CCCC1 | -2.9 | -9 | -0.1 | 0
FC(F)(F)c1ccc(Cn2cnc3c(NC4CCN(Cc5ccccc5)CC4)nc(-c4ccc(N5CCOCC5)nc4)nc32)cc1 | 0.9 | 4 | -0.1 | 9
CCS(=O)(=O)c1ccc(O)c(NC(=O)COc2ccc(OC)cc2)c1 | 2.1 | 14 | -0.1 | 1
N#CC(C#N)=Cc1ccc(OCC(=O)N2CCOCC2)cc1 | -0.6 | 18 | 0.6 | 7
CC(C)n1c(-c2csc3ccccc23)nc2c(NCCO)ncnc21 | 0.5 | 11 | 0.1 | -4
O=C(CCCN1C(=O)c2ccccc2C1=O)NNC(=O)C1COc2ccccc2O1 (stereo not drawn) | -2.0 | 14 | 0.9 | -10
COC(=O)C1=C(C)NC(=O)/C1=C\c1cc(C)n(-c2cccc(C)c2)c1C | 0.5 | 7 | -0.2 | 2
NCCn1ncc2c(N3CCN(c4ncccn4)CC3)ncnc21 | -2.7 | 6 | -0.1 | -19
CCN(c1ccccc1)S(=O)(=O)c1cc(C(=O)OC)n(C)c1 | -0.4 | -7 | 0.0 | 6
CC1CCN(S(=O)(=O)c2ccc3c(c2)n(C)c(=O)n3C)CC1 | 1.6 | -2 | -0.4 | -3
CCCCC/C=C\C\C=C/C=C/C=C/[C@H](O)[C@@H](O)CCCC(=O)O | -1.2 | 9 | . | .
CCOC(=O)CN1C(=O)C(O)=C(C(C)=O)C1c1ccc([N+](=O)[O-])cc1 (stereo not drawn) | -1.8 | -9 | 0.2 | -8
C=CCN(c1ccc(C(=O)NC(C(C)C)C(C)C)cc1)S(C)(=O)=O | 3.7 | -5 | -0.1 | -11
O=c1/c(=C/c2cc(I)c(O)c([N+](=O)[O-])c2)sc2nc3ccccc3n12 | -1.8 | 1 | -0.1 | -5
CCC(=O)C1CCCN(C(=O)CCc2nnc(CCC3CCCCC3)o2)C1 (stereo not drawn) | 1.3 | 4 | 0.2 | -47
COC(=O)c1c(NC(=O)COc2ccc(Cl)cc2C)sc2c1CCCCC2 | -0.1 | -7 | -0.1 | 4
COc1ccc(CN2CCN(C(C)C)C(CCO)C2)cc1Cn1cccn1 (stereo not drawn) | -0.3 | -6 | 0.0 | 1
Cc1cccc(NC(=O)C2c3ccccc3C(=O)N3CCc4ccccc4C23)n1 (stereo not drawn) | -0.6 | -1 | 0.0 | -4

# Additional entries follow:
structure | GPR151 ag | MITF inh | FBW7 act | TEAD-YAP inh
CCC(C)C(NC(=O)OCc1ccccc1)C(=O)Nc1ccc(C)cc1C (stereo not drawn) | -0.8 | 0 | 0.0 | -3
Cc1cc(=O)c2ccccc2s1 | 1.9 | 1 | -0.1 | -3
Cc1cccc2cc(C3CC(=O)N(c4ccccc4)C(N)=C3C#N)c(Cl)nc12 (stereo not drawn) | -1.2 | 2 | -0.1 | -5
O=C(c1ccccc1O)N1N=C(C(F)(F)F)CC1(O)c1ccccc1 (stereo not drawn) | -1.3 | 0 | 0.0 | -3
CC(C)(C)c1csc2ncc(C(=O)NCc3ccccc3C(F)(F)F)c(=O)n12 | -0.1 | -2 | 0.2 | 1
COc1ccc(CCNC(=O)Cc2cn(-c3ccc(Nc4ccncn4)nn3)c3ccccc23)cc1 | 1.7 | -5 | 0.0 | -4
COCCCNC(=O)C(=O)NCCC1=CCCCC1 | 0.3 | 4 | -0.1 | -10
CCOC(=O)N1CCC(N2CCN(S(=O)(=O)c3ccc(Cl)cc3)CC2)CC1 | -1.1 | 37 | 0.0 | -15
c1ccc(-c2[nH]c3ccccc3c2-c2ncc[nH]2)cc1 | -0.8 | 5 | -0.2 | 6
CN(Cc1cccc(OCCCNC(=O)c2cccnc2)c1)C1CCCCC1 | -1.1 | 5 | 0.0 | 4
Cc1ncc(-c2ccncc2)c(C2CCCN(CC(=O)N3CCc4ccccc43)C2)n1 (stereo not drawn) | -1.0 | 18 | 0.3 | -13
CC(=O)c1ccc(N=C2NC(=O)CS2)cc1 | -0.7 | -4 | -0.1 | -1
Cc1ccccc1NCC(=O)N/N=C\C=C\c1ccccc1 | -0.3 | -13 | -0.1 | 0
Cc1ccc2c(c1)C1CN(C)CCC1N2C(=O)CSc1nc2c(c(=O)n(C)c(=O)n2C)n1Cc1ccccc1Cl (stereo not drawn) | 0.8 | 0 | 0.3 | 17
C/C(Cn1nnc([N+](=O)[O-])n1)=N\NC(=O)c1cccc(Br)c1 | -0.1 | -1 | -0.1 | -36
CCOc1ccccc1NC(=O)c1c(NCc2sccc2C)sc2c1CCCCC2 | 1.5 | 15 | 0.8 | 9
CC1CC1C(=O)OCC(=O)c1c(N)n(C)c(=O)n(C)c1=O (stereo not drawn) | -1.5 | -7 | -0.2 | -8
COc1ccc(CN2CCc3nnc(C(C)NC(=O)c4cccnc4)n3CC2)c(C)c1C (stereo not drawn) | 0.3 | 15 | 0.6 | -16
Cc1ccc(NC(=O)CSc2nc3ccccc3c(=O)n2CCC(=O)N2CCCCC2)cc1 | -0.3 | 0 | -0.2 | 3
O=C(NCC(=O)N1CCCCCC1)c1ccc(Br)cc1 | 0.0 | 11 | 0.2 | -11
CCOC(=O)c1s/c(=N/C(=S)NC(=O)c2cc3ccccc3oc2=O)n(C)c1C | 0.4 | 3 | 0.0 | -4
COc1ccc(NC(=O)c2ccc3nc(C)c(C)nc3c2)cc1 | -6.0 | 12 | 0.2 | -14
CC1=C(C(=O)Nc2cccc(F)c2)C(c2cccnc2)C2=C(CCCC2=O)N1 (stereo not drawn) | 0.6 | 0 | -0.1 | -4
C/C(=N/NC(=O)OC(C)(C)C)c1ccco1 | -3.9 | 4 | -0.1 | -17
Cc1ccc(CN2CCN(Cc3ccc4nonc4c3)CC2CCO)cc1 (stereo not drawn) | -0.6 | 11 | 0.2 | -1

# Other structures follow.
structure | GPR151 ag | MITF inh | FBW7 act | TEAD-YAP inh
CC(C)N(c1ccccc1)c1ncnc(Cl)c1[N+](=O)[O-] | -0.4 | -9 | 0.4 | 10
Cc1nc2c3ccccc3nc(NNC(=O)CCC(=O)N3CCCC(C)C3)n2n1 (stereo not drawn) | -1.5 | 1 | 0.5 | -13
CCNC(=S)N1CCC(C(=O)c2ccc(F)cc2)CC1 | 1.5 | 5 | 0.1 | 2
Cc1cc(Br)c(Cl)cc1N1C(=O)C2CC=CCC2C1=O (stereo not drawn) | 0.1 | -5 | 0.1 | 11
Cc1sc2ncnc(SCC(=O)Nc3sc(-c4ccccc4)cc3C(N)=O)c2c1C | 0.7 | 1 | -0.1 | -1
COc1ccc(OC)c(NC(=O)c2sc3ncn(CC(=O)N4CCCCC4)c(=O)c3c2C)c1 | 2.9 | -1 | 0.1 | 5
O=C(NC1CCCC1)c1nn2c(C(F)(F)F)cc(-c3ccc(F)cc3)nc2c1Cl | 0.2 | 1 | 0.0 | -4
COc1ccc(C(=O)COC(=O)c2c3c(nc4ccccc24)CCCC3)cc1OC | -2.4 | 0 | -0.1 | -8
